ARNT-TACC3 inh = ARNT/TACC3 interaction disruption. inhibition, % at 9.99 µM. AlphaScreen His-ARNT PAS-B/GST-TACC3 binding, luminescence; TACC3 fragment carries E629A point mutation. 0.66% of 390,000 active. AID 623870;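 active means mean inhibition of replicates at least 50% and at least half of replicates each reaching 50%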;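 further: 0% = complete ARNT plus TACC3 wells and 100% = ARNT alone without TACC3; many hits fall short of the cut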
RAD52 inh = RAD52 (human) annealing inhibition; AID 651710; P43351; recombinant RAD52 DNA annealing, FRET fluorescence; 0.46% of 360,000 active; inhibition, % at 18.7 µM;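 active means every replicate showing at least 50% inhibition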
Target sequence (P43351 whole entry, looked up): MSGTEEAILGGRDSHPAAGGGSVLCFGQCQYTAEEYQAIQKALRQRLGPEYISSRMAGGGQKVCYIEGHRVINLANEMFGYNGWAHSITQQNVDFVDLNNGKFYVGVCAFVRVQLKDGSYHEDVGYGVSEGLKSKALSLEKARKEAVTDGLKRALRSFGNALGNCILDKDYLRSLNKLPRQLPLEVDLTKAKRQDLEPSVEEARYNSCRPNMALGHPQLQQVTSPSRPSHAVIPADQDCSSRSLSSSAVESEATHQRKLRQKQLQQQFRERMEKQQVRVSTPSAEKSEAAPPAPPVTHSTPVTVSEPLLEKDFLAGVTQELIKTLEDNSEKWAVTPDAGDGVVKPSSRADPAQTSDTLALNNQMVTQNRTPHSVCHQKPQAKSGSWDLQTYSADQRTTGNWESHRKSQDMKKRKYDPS
CFTR F508del cor = correctors of CFTR F508del function in bronchial epithelial cells; CFBE cells, YFP halide quenching; stimulated with forskolin plus potentiator P3; % fluorescence drop versus neutral controls; activity (quench increase), % at 7.58 µM; 0.36% of 350,000 active;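 active means mean added fluorescence quench of at least 8% versus neutral control, with both replicates also reaching 8%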;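 further: cells transiently co-express mutant CFTR-F508del with the halide-sensitive YFP; corrector assay measuring rescue of mutant channel to the surface after 24 h compound exposure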
Xi reactivation = reactivates the inactive X chromosome in mouse fibroblasts; activation, % at 7.58 µM; XiGFP mouse fibroblasts, % GFP-positive cells imaging, 3 d; cells co-treated with 5-aza-dC sensitizer; scaled so ellipticine positive control = 100%; AID 743238; 0.055% of 360,000 active;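 active means mean normalized replicate activation at least 10% and every replicate at or above 10%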;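 further: 0% = median of on-plate neutral control wells and 100% = ellipticine 6 µM median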
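Material: XiGFP fibroblasts, SV40-immortalized. Buffer or medium: DMEM plus 5-aza-dC sensitizer. Compound: single concentration per compound, delivered by pin transfer. Times: 3 days compound exposure. Controls: ellipticine 6 µM.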
esBAF inh = inhibitors of esBAF chromatin remodeling in mouse ES cells; 2% of 350,000 active; reporter increase, % at 12.5 µM; AID 602393; Bmi1-luciferase knock-in reporter, 24 h; 100% = twice the neutral-well signal; in the data active means activation above about 40%;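 further: 0% = median of the plate's neutral control wells and 100% = double that signal; a rise in the Bmi1 reporter signal indicates esBAF inhibition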
ERAP1 inh = ERAP1 (human) enzyme inhibition; recombinant ERAP1, Leu-AMC fluorescence, 60 min; inhibition, % at 10.7 µM; 0.15% of 340,000 active; Q9NZ08; AID 652197;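 active means mean replicate inhibition of at least 30%, or all replicates individually reaching that 30% level; inactive means mean below 30% and not every replicate reaching it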;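 further: 0% = neutral control wells and 100% = L-leucinethiol positive control wells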
GSIS activator = GLuc luminescence reporter in INS-1E cells, primary screen for activators of glucose-dependent secretion of insulin; INS-1E GLuc reporter insulin secretion, 2-3 h; activation, % at 16.6 µM; 0.61% of 370,000 active;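 active means lowest replicate activation of at least 40%, so every replicate reaches that level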;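 further: 0% = median of neutral control wells and 100% = median of IBMX positive control wells; some compounds called inactive have numbers as strong as hits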
RAD54 branch = blocks human RAD54 Holliday junction branch migration; Q92698; FAM/BHQ fluorescence; inhibition, % at 10.4 µM; 0.14% of 360,000 active; AID 602329;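 active means mean normalized replicate activity at least 40 and at least half of replicates scoring 40 or more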;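 further: 0% = median of neutral control wells and 100% = median of positive control wells; inhibitors cause a drop in the FAM fluorescence signal; in these data hits start at about 50%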
Starred values were filed as active, the others as inactive; / = not tested or not shown; & = joins results of further samples.

SMILES	ARNT-TACC3 inh	RAD52 inh	CFTR F508del cor	Xi reactivation	esBAF inh	ERAP1 inh	GSIS activator	RAD54 branch
CC1CN(C(=O)COC(=O)c2ccc(C#N)cc2)CC(C)O1 (configuration not stated)	-11	-4	0.2	0.0	6	1	-1	3
C[C@H]1CCCCO[C@@H](CN(C)C(=O)Nc2ccccc2)[C@@H](C)CN([C@@H](C)CO)C(=O)c2cc(NC(=O)Nc3ccc(C(F)(F)F)cc3)ccc2O1	/	5	5.3	0.4	/	/	16	/
CCN(C(=O)COC(=O)CNS(=O)(=O)c1ccccc1)c1ccccc1	-1	-14	-0.3	0.5	/	3	-9	-2
COc1ccccc1N1CCN(C(=O)c2c(-c3c(F)cccc3Cl)noc2C)CC1	1	-1	-0.3	0.0	-5	-1	-5	-3
OCc1ccccc1-c1cnc2sc(NCc3ccc(F)cc3)nn12	/	-9	0.7	0.3	19	-2	-20	-7
Cc1[nH]c2ccccc2c1C(=O)C(=O)N(C)C1CCCCC1	-2	-18	-2.7	0.1	-7	2	-9	1
O=C(NC1CCCC1)C1CCN(S(=O)(=O)c2ccccc2)CC1	1	-2	0.4	0.0	-4	-3	-6	-2
CCSc1nc(N2CCOCC2)c2c(c1C#N)CC(C)(C)N(C)C2	2	/	/	/	-5	/	0	8
COCCNC(=O)C1(C)CCCN(C(=O)c2ccc3ccccc3c2)C1 (configuration not stated)	/	-2	-1.5	0.1	6	-4	-4	10
O=C(COc1ccccc1Cl)N1CCN(C(=O)c2ccco2)CC1	-1	-12	-1.3	0.1	13	-2	-7	1
COc1ccc(OC)c(NC(=O)N2CCCC(CNS(=O)(=O)c3cccs3)C2)c1 (configuration not stated)	-6	-5	3.7	0.0	/	-1	7	/
C[C@@H]1CCCCO[C@@H](CN(C)C(=O)Nc2ccccc2)[C@H](C)CN([C@H](C)CO)C(=O)c2cc(NC(=O)C3CCCCC3)ccc2O1	3	4	2.6	/	0	1	/	-1
CCC(=O)N1[C@H](C(=O)NCc2ccc(F)cc2)[C@@H](CO)[C@@H]2Cn3c(cccc3=O)[C@@H]21	2	3	/	0.5	1	2	10	-7
CCOc1ccc(OCCCC(=O)N(CC)CC(=O)Nc2c(F)cccc2F)cc1	4	0	3.7	-0.1	2	1	-2	3
COc1ccc(C)cc1N(C)C(=O)Cc1c(C(=O)O)n(C)c2ccccc12	-6	-7	2.9	0.0	3	2	-15	-5
CCC(=O)N1CCc2cc(S(=O)(=O)CCC(=O)NCc3ccc(C)cc3)ccc21	-4	-13	-2.8	0.2	-1	2	0	6
Cc1ccc(OCC(=O)N/N=C2\CCOc3c(C)cccc32)cc1	-3	3	-2.8	/	/	-1	-11	/
CNC[C@@H]1Oc2ccc(NS(=O)(=O)c3c(C)noc3C)cc2CC(=O)N([C@@H](C)CO)C[C@H]1C	/	-15	0.3	0.0	-6	0	8	6
COc1ccc(C)cc1NC(=O)CN1C(=O)COc2ccc(S(=O)(=O)N3CCOCC3)cc21	/	-8	0.8	0.0	-6	2	-7	-2
Cc1cccc(NC(=O)CSc2nnc(C)c(=O)n2N)c1C	-4	-8	/	0.0	-5	-1	-15	-4
CCCc1[nH]n(-c2nc3ccccc3s2)c(=O)c1C=NCCN1CCOCC1	5	/	/	/	6	/	0	-11
O=C(Nc1ccccc1)c1nnsc1S(=O)(=O)c1ccc(Cl)cc1	-4	/	/	/	-84	/	48*	1
CC1=C/C(=C/N(C)C)C(=O)O1	-4	-26	-0.3	0.0	/	2	18	/
O=C(NCc1ccc2c(c1)OCO2)c1c[nH]c2ccc(S(=O)(=O)N3CCOCC3)cc2c1=O	0	/	/	/	5	/	-12	-1
Cc1ccccc1OCC(=O)Nc1cccc(NC(=O)c2ccco2)c1	-10	/	/	/	7	/	-17	-2
COC(=O)CCCC1=CC2=CC(=O)C(C)(OC(=O)c3cccs3)C(=O)C2=CN1CCCOC(C)C (configuration not stated)	3	4	-1.3	0.0	-3	-1	/	-7
COc1ccc2cc(C(=O)NC3CCCCC3)c(=O)oc2c1	3	/	/	/	1	/	4	-12
CCc1ccc(Nc2nnc(SC3CCOC3=O)s2)cc1 (configuration not stated)	4	/	/	0.1	-8	/	-2	/
COc1cc2cc(C(=O)N(C)C3CCS(=O)(=O)C3)[nH]c2cc1OC (configuration not stated)	-3	-10	-0.5	0.0	-15	2	6	-10
CCn1c(=NC(=O)CN2C(=O)CCC2=O)sc2c(C)cc(C)cc21	-5	-12	1.4	-0.1	-4	4	/	-6
C[C@@H]1CN([C@H](C)CO)C(=O)c2cc(-c3cccnc3)cnc2O[C@H]1CN(C)C(=O)Nc1ccc(F)cc1	3	-5	0.7	-0.6	3	-1	-2	-5
Cc1ccc(S(=O)(=O)N(C)C[C@@H]2Oc3ccc(NC(=O)Nc4ccccc4)cc3C(=O)N([C@H](C)CO)C[C@@H]2C)cc1	1	3	1.8	-0.3	-5	-5	-13	-7
Nc1nc(Cl)nc2c1ncn2C1CC(O)C(CO)O1 (configuration not stated)	3	-14	14*	0.3	-38	-1	/	-1
CC(C)C#Cc1ccc([C@H]2[C@@H](CO)N3CCCCN(CC4CC4)C[C@H]23)cc1	10	-2	2.2	0.1	/	-3	-20	9
COc1ccc(C2CC(O)(c3ccccc3)Oc3cc(OC)cc(OC)c32)cc1 (configuration not stated)	2	/	-0.8	0.0	-13	/	-17	8
CCN(CC)c1ccc(NC(=O)CSC(=O)c2ccccc2)cc1	36	-15	0.2	0.2	1	0	-12	-3
COCCN(C(=O)COC(=O)Cc1coc2cc3c(cc12)CCC3)c1c(N)n(Cc2ccccc2)c(=O)[nH]c1=O	19	-33	-3.6	0.2	/	-2	-25	4
CC1CCCCN1C(=O)CSc1nc(C2CC2)nc2ccccc12 (configuration not stated)	10	-7	0.8	0.1	-6	0	-11	-1
CC(C)(C)C(=O)Nc1cccc(OC(F)(F)C(F)Cl)c1 (configuration not stated)	-1	3	1.9	0.0	4	-3	-7	9
CCCCC(CC)CNC(=O)c1ncn[nH]1 (configuration not stated)	/	-15	-3.3	0.0	2	-2	2	-8
CCCCn1c(N)c(N(CC(C)C)C(=O)CN(C)S(=O)(=O)c2ccc(F)cc2)c(=O)[nH]c1=O	4	-10	-1.9	0.6	11	6	-5	-1
Cc1nc2c(C(=O)NCc3ccc4c(c3)OCO4)c[nH]n2c(=O)c1Cl	-1	/	/	/	-1	/	15	-4
CN(C)CC(=O)N[C@@H]1CC[C@@H](CCNC(=O)Nc2ccc(F)cc2)O[C@H]1CO	-5	7	-0.4	-0.4	8	0	-5	3
CC(C)CSc1nnc2c3ccccc3n(C)c2n1	-14	6	-0.9	0.1	20	-4	14	-8
O=C(c1cc(COc2cccc(C(F)(F)F)c2)on1)N1CCSCC1	1	-12	0.2	0.2	-3	0	-42	8
COC(=O)[C@H](CC(C)C)NC(=O)Cn1cnc(C(=O)Nc2ccc(C)c(C)c2)n1	4	-9	0.2	0.0	21	-2	4	6
COc1ccccc1C1C(C(=O)c2cc3ccccc3o2)=C(O)C(=O)N1c1cc(C)on1 (configuration not stated)	1	-11	5.4	0.2	12	6	5	13
CC1CCCN(S(=O)(=O)c2cc(C(=O)NCc3ccco3)ccc2Cl)C1 (configuration not stated)	-3	-58	0.8	0.1	6	1	-9	-4
Cc1noc(C)c1S(=O)(=O)N(C)C[C@@H]1Oc2ccc(NS(=O)(=O)c3ccc(F)cc3)cc2C(=O)N([C@@H](C)CO)C[C@@H]1C	/	/	1.9	-0.7	0	/	-4	/
C[C@H](NC(=O)C[C@H]1C[C@H]2c3cc(NC(=O)C4CCC4)ccc3O[C@H]2[C@H](CO)O1)c1ccccc1	-3	-4	0.2	0.2	8	1	7	3
O=C(CCC1CC(=O)Nc2ccccc21)NCc1ccccc1 (configuration not stated)	-5	-6	-2.1	/	-6	1	-2	-5
C/C(=N\NC(=O)c1cc(C)nc2ccccc12)c1ccco1	0	2	0.9	0.2	-4	-2	4	-3
CCN(CC(=O)Nc1ccc2c(c1)OCO2)S(=O)(=O)c1ccccc1	-2	-9	-0.1	0.2	9	4	-1	3
COC(=O)C[C@H]1C[C@H]2c3cc(NC(=O)C4CCOCC4)ccc3O[C@H]2[C@@H](CO)O1	/	-10&8	-0.2&0.6	-0.1&0.0	3	1&-1	-1&4	-6
O=C(NCc1ccccn1)c1ccc([N+](=O)[O-])cc1	/	-11	2.3	0.0	/	0	0	/
CCCNC(=O)C(Cc1ccccc1)NC(=O)c1ccccn1 (configuration not stated)	-1	-10	-0.8	0.1	-2	0	17	-1
CCOC1=C2[C@H](c3ccc(C)cc3)N(S(=O)(=O)c3ccc(C)cc3)C[C@H]2n2c(=O)n(-c3ccccc3)c(=O)n2C1	/	-12	-0.1	0.1	5	-1	52*	-9
COc1ccccc1S(=O)(=O)N(C)C[C@H]1OCc2ccccc2-c2c(n(C)c3ccccc23)C(=O)N([C@@H](C)CO)C[C@@H]1C	20	16	-11	0.0	0	-1	-6	-6
COc1ccccc1NS(=O)(=O)c1ccc2[nH]c(=S)oc2c1	/	-15	-1.9	0.0	11	-7	-4	/
c1cncc(-c2nc(NCCCn3ccnc3)c3ccccc3n2)c1	63*	3	3.2	-0.1	/	-3	25	/

4 compounds from above, reduced to ARNT-TACC3 inh, GSIS activator and Xi reactivation:
smiles,ARNT-TACC3 inh,GSIS activator,Xi reactivation
O=C(NCc1ccccn1)c1ccc([N+](=O)[O-])cc1,/,0,0.0
CCCNC(=O)C(Cc1ccccc1)NC(=O)c1ccccn1 (configuration not stated),-1,17,0.1
CCOC1=C2[C@H](c3ccc(C)cc3)N(S(=O)(=O)c3ccc(C)cc3)C[C@H]2n2c(=O)n(-c3ccccc3)c(=O)n2C1,/,52*,0.1
COc1ccccc1S(=O)(=O)N(C)C[C@H]1OCc2ccccc2-c2c(n(C)c3ccccc23)C(=O)N([C@@H](C)CO)C[C@@H]1C,20,-6,0.0

The listing continues.
SMILES	ARNT-TACC3 inh	RAD52 inh	CFTR F508del cor	Xi reactivation	esBAF inh	ERAP1 inh	GSIS activator	RAD54 branch
COc1ccc(OCc2cc(C(=O)NC(C)c3csc(C)n3)no2)c(Cl)c1 (configuration not stated)	-3	-5	-0.5	0.1	66*	-2	-27	-10
O=C(CC1C(=O)NCCN1Cc1cccc(F)c1F)NC1CCCCCC1 (configuration not stated)	-6	-29	-1.2	0.2	/	3	-6	-25
Cc1cc(C(=O)Nc2cccc(S(=O)(=O)N3CCCCC3)c2)c2ccccc2n1	-2	-8	-0.9	-0.1	1	-1	8	-7
CC1CCc2sc(C(=O)OCC(=O)NC(N)=O)cc2C1 (configuration not stated)	4	-18	-0.8	-0.1	1	-3	23	-3
COC(CNC(=O)CCc1c(C)nc2c(c(C)nn2-c2ccc(C)cc2)c1C)OC	8	-7	1.7	0.0	5	-2	6	-9
CN(C)N1C(N)=C(C#N)C(c2cccc(Cl)c2)C2=C1CCCC2=O (configuration not stated)	7	-19	-0.5	0.0	-6	3	26	-3
Cn1cc(CN2CCC(C(=O)NC(c3ccc(-c4ccccc4)cc3)c3cnccn3)CC2)c2ccccc21 (configuration not stated)	/	9	-2.4	0.0	-3	-8	-13	0
Cc1[nH]nc(N)c1-c1ccccc1	0	-3	1.0	0.0	/	-2	-4	/
O=C(CSc1nccc(=O)[nH]1)N1CCc2ccccc2C1	-4	-18	-1.2	/	5	-2	1	-2

Gathered by group, those above with a CF3 group.
SMILES	ARNT-TACC3 inh	RAD52 inh	CFTR F508del cor	Xi reactivation	esBAF inh	ERAP1 inh	GSIS activator	RAD54 branch
C[C@H]1CCCCO[C@@H](CN(C)C(=O)Nc2ccccc2)[C@@H](C)CN([C@@H](C)CO)C(=O)c2cc(NC(=O)Nc3ccc(C(F)(F)F)cc3)ccc2O1	/	5	5.3	0.4	/	/	16	/
O=C(c1cc(COc2cccc(C(F)(F)F)c2)on1)N1CCSCC1	1	-12	0.2	0.2	-3	0	-42	8

Source: PubChem (Broad Institute)
